# hIAP act = human IAP activators, primary screen, biochemical, luminescence, uHTS; purified human IAP, CDP-Star luminescence, 30 min; hits give high values; 1 = vehicle-only enzyme, 0 = enzyme-free background; activation factor at 10 µM; hit rate 0.16% among 330,000; AID 2524, 2010;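 active means activation factor of the enzyme at least 2-fold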; further: the source names both 10 and 20 µM as test concentration; values of inactives mirror those of a sister screen read the other way
# Apaf-1 inh = inhibitors of human Apaf-1 apoptosome, primary screen, biochemical, DEVD-Rh110 fluorescence, uHTS; Apoptotic protease-activating factor 1 (Homo sapiens), O14727; reconstituted apoptosome caspase-3 activity; inhibition, % at 20 µM; hit rate 0.71% among 330,000; AID 489030, 2010; active means inhibition of at least 40% at 20 µM;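 further: plate controls were DMSO wells for no effect and DEVD-CHO caspase inhibitor wells for full effect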
# Target sequence (O14727 whole entry, looked up): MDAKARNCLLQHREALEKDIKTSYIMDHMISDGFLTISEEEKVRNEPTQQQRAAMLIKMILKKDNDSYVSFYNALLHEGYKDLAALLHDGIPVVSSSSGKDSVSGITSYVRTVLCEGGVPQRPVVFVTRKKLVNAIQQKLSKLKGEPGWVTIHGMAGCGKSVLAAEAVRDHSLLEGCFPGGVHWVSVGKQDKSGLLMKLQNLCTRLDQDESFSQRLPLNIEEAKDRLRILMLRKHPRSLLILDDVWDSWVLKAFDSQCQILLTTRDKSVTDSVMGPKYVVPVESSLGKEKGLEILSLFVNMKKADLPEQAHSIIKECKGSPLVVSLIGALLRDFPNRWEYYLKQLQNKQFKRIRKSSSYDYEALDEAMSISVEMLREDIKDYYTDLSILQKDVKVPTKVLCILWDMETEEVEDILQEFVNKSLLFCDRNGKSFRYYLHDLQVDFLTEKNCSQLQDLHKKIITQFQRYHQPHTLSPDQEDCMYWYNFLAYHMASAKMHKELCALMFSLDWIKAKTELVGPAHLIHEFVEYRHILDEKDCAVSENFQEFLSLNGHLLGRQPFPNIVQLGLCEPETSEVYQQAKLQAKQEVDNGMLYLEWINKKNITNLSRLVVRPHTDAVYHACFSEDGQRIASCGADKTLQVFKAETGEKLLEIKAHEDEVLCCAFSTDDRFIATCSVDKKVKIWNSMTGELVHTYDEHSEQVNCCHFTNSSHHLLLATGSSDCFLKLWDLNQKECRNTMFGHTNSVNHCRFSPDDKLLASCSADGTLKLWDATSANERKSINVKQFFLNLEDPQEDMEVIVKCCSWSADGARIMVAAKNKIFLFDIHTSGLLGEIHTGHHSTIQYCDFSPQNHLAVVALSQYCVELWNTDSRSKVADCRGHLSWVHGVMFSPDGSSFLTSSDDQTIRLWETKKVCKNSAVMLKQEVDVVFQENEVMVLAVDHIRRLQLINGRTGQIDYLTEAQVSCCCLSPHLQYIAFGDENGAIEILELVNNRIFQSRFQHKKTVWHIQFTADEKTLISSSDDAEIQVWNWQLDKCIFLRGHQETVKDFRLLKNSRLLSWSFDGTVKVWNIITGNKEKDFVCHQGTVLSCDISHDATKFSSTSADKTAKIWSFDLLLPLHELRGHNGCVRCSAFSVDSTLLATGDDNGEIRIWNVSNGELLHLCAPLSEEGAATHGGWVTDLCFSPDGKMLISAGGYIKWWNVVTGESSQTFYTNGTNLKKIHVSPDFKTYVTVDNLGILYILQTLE
#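 Material: reconstituted apoptosome with Apaf-1, cytochrome c, caspase-9, procaspase-3, dATP / Buffer or medium: pH 7.5 Hepes buffer with CHAPS, BSA, DTT / Also added: cytochrome c with DEVD-Rh110 / Schedule: compound with Apaf-1, dATP, procaspase-3 30 min, then 50 min reaction, room temperature / Technique: rhodamine 110 fluorescence at Ex 480/Em 540 nm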
# TIM10 inh = growth inhibitors of isogenic TIM10 control yeast, primary screen, counter-screen for tim10-1 yeast inhibitor project, luminescence, uHTS; hit rate 1.4% among 330,000; inhibition, % at 10 µM; S. cerevisiae TIM10 strain growth, BacTiter-Glo luminescence, 24 h; AID 463195, 2010;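 active means inhibition of 40% or more at the single tested concentration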;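 further: wild-type TIM10 isogenic control strain grown at permissive 25 °C; 0% = DMSO yeast wells and 100% = minimal medium wells without yeast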
# tim10-1 inh = growth inhibitors of tim10-1 mutant yeast, primary screen, luminescence, uHTS; S. cerevisiae tim10-1 ts strain growth, BacTiter-Glo, 24 h; inhibition, % at 20 µM; hit rate 2.2% among 330,000; AID 463190, 2010;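 active means inhibition of at least 40%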;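 further: mutant grown at 25 °C; 0% = DMSO wells with yeast and 100% = wells holding no yeast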
# NLRP3 yeast inh = NALP3 inflammasome inhibitors in reconstituted yeast, primary screen, luminescence, uHTS | Yeast reconstituted NLRP3/ASC/caspase-1, beta-gal luminescence, 24 h | inhibition, % at 10 µM | hit rate 0.39% among 330,000;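 active means inhibition of 50% or more; inactive means inhibition below 50%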;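 further: plate controls were induced DMSO wells for no effect and uninduced yeast grown without galactose for full effect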
# ATG4B inhibitor = ATG4B protease inhibitors, primary screen, biochemical, fluorescence, uHTS; Cysteine protease ATG4B (Homo sapiens), Q9Y4P1; ATG4B cleavage of LC3-PLA2, NBD-HPC fluorescence, 1 h; inhibition, % at 8.33 µM; hit rate 0.51% among 340,000; AID 504462, 2011; in the data active means inhibition above about 40%
# mIAP activ = activators of mouse IAP, primary screen, biochemical, luminescence, uHTS; muIAP, CDP-Star luminescence, 30 min; hits give high values; 1 = vehicle-only enzyme signal, 0 = enzyme-free wells; hit rate 0.24% among 330,000; activation factor at 10 µM; intestinal alkaline phosphatase [Mus musculus]; AID 2805, 2010;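 active means activation factor of at least 2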; further: the source names both 10 and 20 µM as test concentration; values of inactives mirror those of a sister screen read the other way
#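 also added = chemiluminescent substrate CDP-Star | test system = mouse IAP enzyme | signal = chemiluminescence readout | compound = DMSO-dissolved test compounds | incubation = 30 min at room temperature | benchmarks = DMSO wells, no-enzyme wells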
# hIAP block = human IAP inhibitors, primary screen, biochemical, luminescence, uHTS; purified IAP, CDP-Star luminescence, 30 min; inhibition, % at 10 µM; hit rate 0.12% among 330,000;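 active means inhibition reaching a set limit with compound at 10 µM in the primary screen, cut at about 35% in these data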;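 further: plate controls were DMSO wells with enzyme for no effect and no-enzyme buffer wells for full effect; values of inactives mirror those of a sister screen read the other way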
# mIAP inh = inhibitors of mouse IAP, primary screen, biochemical, luminescence, uHTS | intestinal alkaline phosphatase [Mus musculus] | purified mouse IAP, CDP-Star luminescence, 30 min | inhibition, % at 10 µM | hit rate 0.2% among 330,000 | AID 2806, 2010;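 active means inhibition of at least 40% at 10 µM in the primary screen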;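 further: plate controls were DMSO with enzyme for no effect and no enzyme wells for full effect; values of inactives mirror those of a sister screen read the other way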
# * = called active by the depositor; · = not tested or not shown.
No. | compound | hIAP act | Apaf-1 inh | TIM10 inh | tim10-1 inh | NLRP3 yeast inh
1 | Cc1ccc(-n2[nH]c(C)c(/C=N/NC(=O)c3ccc(O)cc3O)c2=O)cc1 | 1.3 | 11 | -54 | -8 | 7
2 | O=C(OCC(=O)c1cccs1)C1=COCCO1 | 1.2 | -6 | 0 | -8 | 6
3 | COc1cccc(OCc2nc3ccccc3c(=O)n2N)c1 | 0.89 | -13 | 5 | 4 | 20
4 | O=C(OCc1ccc([N+](=O)[O-])cc1)C1CC(=O)N(Cc2ccccc2)C1 (centres undefined) | 0.92 | 0 | -3 | 6 | -5
5 | CCOC(=O)c1c(NC(=O)COC(=O)c2cnc(C)cn2)sc(C(=O)N(C)C)c1C | 1.2 | -1 | 20 | 18 | 13
6 | COCC(=O)NCc1nc2ccccc2n1Cc1ccccc1F | 1.2 | 0 | 11 | 13 | 19
7 | COc1ccc(N2C(=O)[C@H]3CCC=C[C@H]3[C@@H]2c2ccccc2Br)cc1 | · | 24 | 13 | 26 | ·
8 | CC#CC(=O)NCC1(N(C)Cc2ccccc2)Cc2ccccc2C1 | 1.1 | 3 | 2 | 19 | 1
9 | CC(O)c1nc2ccccc2n1C/C=C/c1ccccc1 (centres undefined) | 1.1 | 22 | -7 | -12 | 17
10 | CCCOC(=O)CCNc1n[nH]c(=O)[nH]c1=O | 1.1 | 4 | 4 | 5 | 9

No. | ATG4B inhibitor | mIAP activ | hIAP block | mIAP inh
1 | -1 | 0.92 | -34 | 8
2 | 10 | 0.93 | -23 | 7
3 | 4 | 0.95 | 11 | 5
4 | -5 | 0.93 | 8 | 7
5 | -7 | 0.92 | -21 | 8
6 | -15 | 1.1 | -19 | -6
7 | 8 | 1.3 | · | -18
8 | -8 | 1 | -8 | -3
9 | -10 | 0.94 | -8 | 6
10 | 7 | 0.97 | -9 | 3

# Next compounds follow.
No. | compound | hIAP act | Apaf-1 inh | TIM10 inh | tim10-1 inh | NLRP3 yeast inh
11 | COC(=O)c1ccc(C(=O)NC2CCSc3ccccc32)cc1 (centres undefined) | 0.97 | 3 | 28 | -1 | 36
12 | Cc1ccc(Cc2c(C)nc3nc(SCC(=O)NCCCN4CCCC4)nn3c2C)cc1 | 1 | 10 | -18 | -31 | 19
13 | COc1ccccc1/C=C/C(=O)NCC(=O)N1CCC(N(C)C2CCCC2)CC1 | 1.3 | -8 | 6 | 12 | 8
14 | CCN1CCN(C(C(=O)NC2CCCC2)c2cc3c(cc2[N+](=O)[O-])OCO3)CC1 (centres undefined) | 1.1 | 0 | -8 | 4 | -6
15 | Cc1cc(C(=O)N2CCc3c([nH]c4ccccc34)C2c2cccc(Cl)c2)nn1C (centres undefined) | 0.96 | 14 | 17 | -5 | 10
16 | CCOc1ccc(C(=O)NNC2CC(=O)N(CCc3ccccc3)C2=O)cc1OC (centres undefined) | 0.97 | -3 | -3 | 13 | 11
17 | CC(C)(C)NS(=O)(=O)c1cnc(Cl)c(Cl)c1 | 1 | 3 | -27 | 2 | 6
18 | O=c1[nH]c(C2CCN(S(=O)(=O)c3ccc4c(c3)OCCO4)CC2)nc2c1nnn2Cc1c(F)cccc1Cl | 0.85 | 15 | 16 | -4 | 17
19 | O=C(/C=C/Nc1ccc(Br)cc1F)c1ccccc1 | 0.95 | 10 | 22 | 6 | 23
20 | CCOc1ccccc1N(C(=O)c1ccco1)C(C(=O)NC1CCCC1)c1cccs1 (centres undefined) | 0.99 | 9 | 15 | 21 | 4

No. | ATG4B inhibitor | mIAP activ | hIAP block | mIAP inh
11 | -5 | 0.92 | 3 | 8
12 | 1 | 1 | 0 | -1
13 | -17 | 0.99 | -29 | 1
14 | -1 | 0.87 | -7 | 13
15 | 19 | 1.3 | 4 | -26
16 | 0 | 1.1 | 3 | -6
17 | 8 | 0.95 | 0 | 5
18 | -6 | 0.88 | 15 | 12
19 | 9 | 0.98 | 5 | 2
20 | -9 | 0.94 | 1 | 6

# (further entries)
No. | compound | hIAP act | Apaf-1 inh | TIM10 inh | tim10-1 inh | NLRP3 yeast inh
21 | CCC(=O)N(CCc1ccccc1)Cc1cc2cc(OC)ccc2[nH]c1=O | 0.86 | -7 | 7 | 6 | -8
22 | COc1ccccc1C(CNC(=O)CNC(=O)c1ccc(C)c(C)c1)N1CCCC1 (centres undefined) | 1 | -5 | -2 | -15 | 5
23 | COc1ccc(S(=O)(=O)NCc2ccc(C(=O)N3CCc4ccccc4C3)cc2)cc1 | 0.98 | 10 | 18 | 18 | 21
24 | CCCS(=O)(=O)N1CCCC(C(=O)N2CCN(C(=O)OCC)CC2)C1 (centres undefined) | 1.2 | -7 | 4 | -4 | -5
25 | Cc1nc(S/C(=C\c2ccc(OCc3ccccc3Cl)cc2)C(=O)O)n[nH]1 | 2.1* | 12 | 10 | -2 | -11
26 | Cc1cccc(NC(=O)CC2C(=O)NC3CCCCC3N2C(=O)c2ccccc2Cl)c1 (centres undefined) | 1.1 | -17 | 17 | 9 | 8
27 | CCOc1ccc(C(=O)COC(=O)c2ccc(-n3cnnn3)cc2)cc1 | 1.1 | -3 | 12 | 9 | 9
28 | CC(=O)NCCC(=O)Nc1ccc(C(N)=O)cc1 | 1 | -8 | 10 | 8 | -1
29 | C=C(C)Cn1c(=O)c2c(nc3n2CCN3c2cccc(Cl)c2C)n(C)c1=O | 0.91 | 17 | 28 | 24 | 13
30 | O=C1CN(C(=O)NCC(=O)N[C@H](Cc2ccccc2)C(=O)O)c2ccccc2N1 | 0.91 | -9 | -2 | 2 | -4

No. | ATG4B inhibitor | mIAP activ | hIAP block | mIAP inh
21 | -3 | 1 | 14 | -2
22 | -8 | 1 | -3 | -4
23 | -7 | 0.97 | 2 | 3
24 | -8 | 0.99 | -23 | 1
25 | 94* | 0.89 | -113 | 11
26 | -6 | 1.1 | -10 | -15
27 | -8 | 0.89 | -5 | 11
28 | 0 | 1.1 | -1 | -8
29 | -15 | 1 | 9 | 0
30 | -7 | 1 | 9 | 0

# Remaining list, next part:
No. | compound | hIAP act | Apaf-1 inh | TIM10 inh | tim10-1 inh | NLRP3 yeast inh
31 | CCN(CC)c1nc(NN)nc(Nc2ccc(C)c(Cl)c2)n1 | 0.98 | -5 | 32 | 37 | 32
32 | C[C@@H]1NC(=O)/C(=C\c2ccccc2Br)NC1=O | 0.97 | 0 | 13 | -3 | 14
33 | CCc1cc2c(=O)c(-c3ccc4c(c3)OCCO4)coc2cc1OC(=O)c1ccco1 | 0.84 | 3 | -16 | 3 | -20
34 | Cn1c(=O)[nH]c(=O)c2c1nc(N1CCNCC1)n2Cc1cccc2ccccc12 | 1 | -2 | 4 | 9 | 11
35 | FC(F)(F)c1cccc(-c2ccc(-c3csnn3)o2)c1 | 1 | 3 | 18 | 21 | -4
36 | Cc1ccc(C(=O)NNC(=O)c2ccc(NS(=O)(=O)c3cccs3)cc2)s1 | 1 | 3 | 13 | 5 | 3
37 | CCCOc1ccc(CNC(=S)Nc2ccccc2)cc1Cl | 1.1 | 19 | 23 | 43* | 23
38 | CCCCn1nnnc1NCc1cccnc1 | 0.98 | 0 | 16 | -7 | 1
39 | Cc1c(Br)c([N+](=O)[O-])nn1CC(=O)N1CCc2ccccc2C1 | 0.85 | 5 | 14 | 18 | 13
40 | CCCc1[nH]nc2c1C(c1ccc(OC)c(CSC3=NCCS3)c1)C(C#N)=C(N)O2 (centres undefined) | 0.97 | 41* | 12 | 8 | 16

No. | ATG4B inhibitor | mIAP activ | hIAP block | mIAP inh
31 | -8 | 1 | 2 | -5
32 | 3 | 0.95 | 3 | 5
33 | -7 | 1 | 16 | -3
34 | -24 | 1.1 | -4 | -7
35 | -14 | 0.85 | -3 | 15
36 | -10 | 0.9 | 0 | 10
37 | 16 | 1.9 | -9 | -94
38 | -3 | 1.1 | 2 | -5
39 | 23 | 0.89 | 15 | 11
40 | -10 | 0.94 | 3 | 6

# More compounds follow.
No. | compound | hIAP act | Apaf-1 inh | TIM10 inh | tim10-1 inh | NLRP3 yeast inh
41 | O=C(NCCN1CCCCC1)Nc1ccc(F)cc1F | 0.84 | -13 | 7 | -1 | 10
42 | CC(NS(=O)(=O)c1ccccc1)C(=O)NCCc1ccccn1 (centres undefined) | 1 | 10 | -9 | 3 | 16
43 | CC(CNS(=O)(=O)c1ccccc1)Sc1ncccn1 (centres undefined) | 0.98 | 4 | 10 | 1 | 0
44 | CC(C)(C)C(=O)NC1CCN(S(=O)(=O)c2ccc(C(F)(F)F)cc2)CC1 | 0.84 | -19 | 1 | 10 | -19
45 | COc1ccccc1Nc1nnc(SCC(=O)Nc2cc(C)on2)s1 | 1.2 | 0 | -39 | -21 | 0
46 | O=C(C1CCCN(Cc2cccs2)C1)N1CCCCCC1 (centres undefined) | 1.2 | 3 | 6 | -13 | 1
47 | CCOc1ccc(NS(=O)(=O)c2ccc3[nH]c(=O)oc3c2)cc1 | 0.94 | 6 | 1 | -3 | 20
48 | CC1(C(=O)N(CC(=O)NC2CCCC2)C2CCCC2)CC(=O)N=C2C=CC=CN21 (centres undefined) | 1.2 | -10 | -3 | 11 | 9

No. | ATG4B inhibitor | mIAP activ | hIAP block | mIAP inh
41 | -4 | 1 | 16 | -5
42 | -4 | 1.1 | -3 | -10
43 | 4 | 1 | 2 | 0
44 | 0 | 0.97 | 16 | 3
45 | -3 | 1 | -18 | -1
46 | 7 | 1 | -18 | -5
47 | -9 | 0.73 | 6 | 26
48 | 10 | 1 | -18 | -3

# 5 of the compounds above, bar-delimited.
nr | SMILES | hIAP act | Apaf-1 inh | TIM10 inh | tim10-1 inh | NLRP3 yeast inh | ATG4B inhibitor | mIAP activ | hIAP block | mIAP inh
44 | CC(C)(C)C(=O)NC1CCN(S(=O)(=O)c2ccc(C(F)(F)F)cc2)CC1 | 0.84 | -19 | 1 | 10 | -19 | 0 | 0.97 | 16 | 3
45 | COc1ccccc1Nc1nnc(SCC(=O)Nc2cc(C)on2)s1 | 1.2 | 0 | -39 | -21 | 0 | -3 | 1 | -18 | -1
46 | O=C(C1CCCN(Cc2cccs2)C1)N1CCCCCC1 (centres undefined) | 1.2 | 3 | 6 | -13 | 1 | 7 | 1 | -18 | -5
47 | CCOc1ccc(NS(=O)(=O)c2ccc3[nH]c(=O)oc3c2)cc1 | 0.94 | 6 | 1 | -3 | 20 | -9 | 0.73 | 6 | 26
48 | CC1(C(=O)N(CC(=O)NC2CCCC2)C2CCCC2)CC(=O)N=C2C=CC=CN21 (centres undefined) | 1.2 | -10 | -3 | 11 | 9 | 10 | 1 | -18 | -3

# Results in ATG4B inhibitor, NLRP3 yeast inh and tim10-1 inh (three entries from above):
item	Compound	ATG4B inhibitor	NLRP3 yeast inh	tim10-1 inh
44	CC(C)(C)C(=O)NC1CCN(S(=O)(=O)c2ccc(C(F)(F)F)cc2)CC1	0	-19	10
45	COc1ccccc1Nc1nnc(SCC(=O)Nc2cc(C)on2)s1	-3	0	-21
46	O=C(C1CCCN(Cc2cccs2)C1)N1CCCCCC1 (centres undefined)	7	1	-13
